RGS4 inhibitor = human RGS4 inhibition; P49798; Transcreener GDP fluorescence polarization, RGS4-accelerated GTP hydrolysis; Potency, µM (series often up to 114 µM), for the others: at the top dose activity change, negative = inhibition, usual class: inhibitors; hit rate 0.039% among 390,000; further: potency means the concentration at half of the fitted maximal effect; on the % scale 0 is the no-effect control and ±100 the full control effect; nearly all actives have a fitted effect of over 75% in size; some results filed as inactive show a strong effect at the top dose
Target sequence (P49798 whole entry, looked up): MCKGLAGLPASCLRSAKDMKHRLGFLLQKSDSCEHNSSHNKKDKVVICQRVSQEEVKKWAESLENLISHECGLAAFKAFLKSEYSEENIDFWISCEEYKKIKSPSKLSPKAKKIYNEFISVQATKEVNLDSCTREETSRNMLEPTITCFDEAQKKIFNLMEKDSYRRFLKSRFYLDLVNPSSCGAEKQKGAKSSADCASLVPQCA
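MLSMR compounds (23 nl, pin-transferred) preincubated 10 min at room temperature with a 500nM (2x) first reagent, then RGS4 at 900nM (2x) plus Transcreener GDP mix added; fluorescence polarization (620/688 nm) read before and after 90 min at 30 °C.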
Vif-A3G inh = inhibitors of Vif-APOBEC3G interaction. Q9HC16. HeLa A3G-eYFP + Vif (tagged APOBEC3G with the HIV-1 protein that degrades it), YFP fluorescence, overnight. Potency, µM (series often up to 46.1 µM), for inactives: at the highest dose activity, negative = active, hits mostly inhibitors. hit rate 0.076% among 410,000;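 further: potency means the concentration at half of the fitted maximal effect; on the % scale 0 is the no-effect control and ±100 the full control effect; nearly all actives have a fitted effect of over 60% in size; hits raise eYFP signal because A3G escapes Vif-driven loss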
Target sequence (Q9HC16 whole entry, looked up): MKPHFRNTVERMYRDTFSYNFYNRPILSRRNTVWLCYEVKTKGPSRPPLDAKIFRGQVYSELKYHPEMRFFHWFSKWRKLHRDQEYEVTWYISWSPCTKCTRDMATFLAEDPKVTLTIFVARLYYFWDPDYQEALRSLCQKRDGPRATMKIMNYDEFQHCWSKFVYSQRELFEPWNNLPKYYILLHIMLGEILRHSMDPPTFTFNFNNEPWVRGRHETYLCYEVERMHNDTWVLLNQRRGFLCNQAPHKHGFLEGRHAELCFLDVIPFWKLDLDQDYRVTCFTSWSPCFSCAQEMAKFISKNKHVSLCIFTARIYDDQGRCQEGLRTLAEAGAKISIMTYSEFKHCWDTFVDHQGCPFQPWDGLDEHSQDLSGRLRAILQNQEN
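Read-out is eYFP fluorescence (Ex 488/Em 500-530) from Vif-expressing HeLa A3G-eYFP cells; more signal means A3G escaped Vif-mediated degradation. Cells plated overnight, compound pinned in, incubated overnight at 37 deg C.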
LDHA block = inhibitors of human lactate dehydrogenase A. purified LDHA, NADH/diaphorase-resazurin fluorescence; hits give low values. activity change, % (values are at about 110 or 230 µM). hit rate 0.15% among 480,000. AID 1347041; in the data active means activity change below about -30%; inconclusive means mostly about -25% to -30%;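 further: plate controls were DMSO wells for no effect and wells without enzyme for full effect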
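LDH5 2 nM; NADH 0.06 mM, pyruvate 0.2 mM; 200 mM Tris pH 7.4, EDTA, Tween-20; 5 min RT. Detection: diaphorase 0.133 mg/mL + resazurin 37 µM, fluorescence ex540/em590 at 0 and 20 min; normalized to enzyme-free and DMSO wells.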
TrxR1 substrate = rat thioredoxin reductase 1 substrate activity. Potency, µM (top dose mostly 114 µM), inactives show at the highest dose activity change, negative = substrate turnover. O89049. AID 588456. hit rate 0.01% among 390,000. purified TrxR1 substrate turnover, NADPH consumption readout; further: potency means the concentration at half of the fitted maximal effect; on the % scale 0 is the no-effect control and ±100 the full control effect; nearly all actives have a fitted effect of over 50% in size
Target sequence (O89049 whole entry, looked up): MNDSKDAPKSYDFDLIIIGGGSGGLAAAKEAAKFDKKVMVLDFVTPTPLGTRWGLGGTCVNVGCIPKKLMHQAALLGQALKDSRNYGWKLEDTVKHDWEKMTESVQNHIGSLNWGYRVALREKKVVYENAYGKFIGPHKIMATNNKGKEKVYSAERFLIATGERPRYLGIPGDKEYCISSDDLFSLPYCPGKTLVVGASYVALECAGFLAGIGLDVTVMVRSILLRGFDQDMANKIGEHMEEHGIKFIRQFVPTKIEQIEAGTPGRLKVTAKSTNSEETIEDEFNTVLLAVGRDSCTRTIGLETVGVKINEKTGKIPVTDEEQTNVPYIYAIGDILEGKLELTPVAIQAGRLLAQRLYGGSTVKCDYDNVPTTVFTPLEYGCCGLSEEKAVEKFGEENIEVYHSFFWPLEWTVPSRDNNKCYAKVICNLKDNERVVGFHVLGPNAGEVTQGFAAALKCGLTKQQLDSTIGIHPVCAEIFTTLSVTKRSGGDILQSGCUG
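Rat TrxR1, dispensed at 90 nM, was prereduced with 400 uM NADPH (final) for 5 min at ~22 deg C, then incubated with compound 15 min before 400 uM selenite. A first-read NADPH fluorescence drop versus no-compound background flagged substrates.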
Vif-APOBEC3F blk = inhibitors of Vif-A3F interaction | hit rate 0.2% among 390,000 | Potency, µM (series often up to 46.1 µM), inactives show at the top dose activity, negative = active | HeLa A3F-eYFP + Vif (tagged APOBEC3F with the HIV-1 protein that degrades it), YFP fluorescence increase | AID 602313; further: potency means the concentration at half of the fitted maximal effect; % of control where 0% means no effect; nearly all actives have a fitted effect of over 65% in size
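Fluorescence increase (Ex 488/Em 500-530) after overnight compound treatment at 37 deg C flags inhibition of Vif-driven A3F-eYFP loss in stable HeLa A3F-eYFP/Vif cells seeded overnight beforehand.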
Glioma ERSR ind = ER stress response induction in glioma | U87-MG GRP78 promoter luciferase reporter, 16 h | Potency, µM, inactives show at the highest dose activation, most hits filed as activators | hit rate 0.02% among 420,000; further: potency means the concentration at half of the fitted maximal effect; series mostly up to about 76 µM; % of control where 0% means no effect; nearly all actives have a fitted effect of over 35% in size
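Stably transfected U87-MG glioma cells carrying a GRP78-based luciferase sensor; 16 h compound incubation. Luminescence end-point read 10 min after Bright-Glo addition at room temperature.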
USP1-UAF1 inh = inhibitors of human USP1/UAF1 deubiquitinase. hit rate 0.23% among 390,000. recombinant USP1/UAF1, Ub-Rhodamine cleavage fluorescence. Potency, µM (series often up to 57.1 µM), inactives show at the highest dose activity change, negative = inhibition, most hits filed as inhibitors. O94782; further: potency means the concentration at half of the fitted maximal effect; on the % scale 0 is the no-effect control and ±100 the full control effect; nearly all actives have a fitted effect of over 60% in size; inactives centre near -12
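High-throughput fluorogenic screen: 1nM USP1/UAF1 complex, Ub-Rho substrate 150nM final, 50mM HEPES pH 7.8 with 0.5mM EDTA, 0.1 mg/ml BSA, 1mM TCEP and 0.01% Tween-20.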
TrxR1 inh = rat TrxR1 inhibition; Potency, µM (doses to about 114 µM), inactives show at the highest dose activity change, negative = inhibition, usual class: inhibitors; O89049; AID 588453; recombinant rTrxR1, NADPH fluorescence consumption, selenite substrate; hit rate 1% among 390,000; further: potency means the concentration at half of the fitted maximal effect; on the % scale 0 is the no-effect control and ±100 the full control effect; nearly all actives have a fitted effect of over 65% in size
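Rat TrxR1 (90 nM in the dispensed reagent) was pre-reduced with 400 uM NADPH for 5 min at room temperature, then incubated with compound for 15 min. After 400 uM selenite was added, NADPH fluorescence (Ex 340/Em 450 nm) was followed for 8 min.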
IDH1 R132H inh = inhibitors of human mutant IDH1 R132H; O75874; IDH1-R132H enzyme, NADPH consumption, diaphorase/resazurin fluorescence; Potency, µM (top dose mostly 76.6 µM), for inactives: at the top dose activity change, negative = inhibition, hits mostly inhibitors; hit rate 0.093% among 390,000; further: potency means the concentration at half of the fitted maximal effect; on the % scale 0 is the no-effect control and ±100 the full control effect; nearly all actives have a fitted effect of over 65% in size
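IDH1-R132H (0.5 ug/mL) preincubated 30 min with compound, then NADPH (0.016 mM) and alpha-KG (2 mM) added; 80 min at RT, pH 7.5. Remaining NADPH coupled via diaphorase/resazurin to fluorescence (540/590 nm); concentration-response curves normalized to no-enzyme control.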
Numbers without * were called inactive; ? = inconclusive; / = not tested or not shown; & = joins results of further samples; [ ] = remark or other dose. Unless noted, the call rests on the fitted dose curve; in most records, active means well fitted curve in the direction sought with a large enough effect; inconclusive means small, poorly fitted or top-dose-only effect, or another doubt; inactive means no such curve, though single readings can be large; an effect the other way counts as inactive or inconclusive. This is a subset; the hit share may differ from the screen's.

SMILES	RGS4 inhibitor	Vif-A3G inh	LDHA block	TrxR1 substrate	Vif-APOBEC3F blk	Glioma ERSR ind	USP1-UAF1 inh	TrxR1 inh	IDH1 R132H inh
Cc1nn(C(=O)c2ccc3c(c2)OCO3)c(N)c1-c1ccccc1	-4%	-1%	2	16%[57.1 µM]	0%	-6%	-27%	15%[57.1 µM]	21%
Cc1c(/C=N/NC(=O)CNc2ccccc2)c2ccccn2c1C(=O)c1ccncc1	9%	0%	-4	10%[57.1 µM]	7%	-4%	-9%	6%[57.1 µM]	-1%
COc1ccc(CNS(=O)(=O)c2ccc(S(=O)(=O)N3CCCCC3)cc2)cc1	6%	1%	-16	11%[57.1 µM]	-5%	-4%	-3%	10%[11.4 µM]	2%
Cc1ccc(NC(=O)CSc2nnc(C3CCCCC3)n2N)cc1F	-28%	0%	-7	3%[57.1 µM]	6%	-1%	-3%	4%	1%
COc1ccc(NC(=O)NCCCN2CCC(Cc3ccccc3)CC2)cc1	32%	-7%	-6	4%	8%	-4%	-4%	29%	-3%
CN1CCN(Cc2c(O)ccc3c(=O)c(Oc4ccccc4Cl)c(C(F)(F)F)oc23)CC1	-28%	2%	-1	2%[57.1 µM]	1%	-2%	-12%	13%[57.1 µM]	8%
CC(C)NC(=O)C1CCN(C2CCN(Cc3nc(C(C)C)cs3)CC2)CC1	9%	0%	1	11%[57.1 µM]	15%	-5%	-24%	17%	-13%
Cc1nc(NC(=O)CN2CCC(O)(c3ccc(F)cc3)CC2)sc1C	0%	3%	-2	1%	2%	5%	-15%	7%	3%
Cc1ccc(OCCCN(C)C)c(Br)c1	-13%	-2%	-23	14%[57.1 µM]	-6%	-2%	-14%	14%[57.1 µM]	3%
c1ccc2c(c1)CCOC2CNCCCN1CCCCC1 (stereo not drawn)	-11%	-1%	1	7%	6%	-2%	-6%	2%	1%
COc1ccc(C2=NOC(C)(c3sc(-c4ccc(Cl)cc4)nc3C)C2)cc1 (stereo not drawn)	20%	1%	-4	-1%	0%	4%	-1%	25%	5%
O=C(CSCc1ccccc1Cl)Nc1ccc(C(=O)O)cc1	27%	0%	-6	10%[57.1 µM]	-1%	-5%	-6%	8%[57.1 µM]	0%
COc1cccc(-c2nnc(SCC(=O)Nc3ccc4c(c3)OCCO4)n2Cc2ccco2)c1	11%	-6%	-4	-9%[57.1 µM]	-6%	-6%	-15%	12%[57.1 µM]	2%
O=C(O)c1cccc(N=C2NC(=O)C(CO)(CO)S2)c1	-36%	-1%	-5	6%[57.1 µM]	5%	-1%	-20%	6%[57.1 µM]	1%
CC(=O)c1cccc(NC(=O)c2ccc(N(C)S(C)(=O)=O)cc2)c1	-17%	0%	-1	6%[57.1 µM]	5%	9%	2%	1%[57.1 µM]	13%
CC1(C)S[C@@H]2[C@H](NC(=O)[C@H](N)c3ccc(O)cc3)C(=O)N2[C@H]1C(=O)O	1%	-1%	-10	4%	4%	-1%	-17%	11%	-19%
CCn1c(CCC(=O)Nc2ccccc2F)nnc1SCC(=O)Nc1ccc(OC)cc1	-11%	2%	0	-7%	-12%	-2%	-18%	-7%	4%
CCCSc1nc2c(c(=O)[nH]c(=O)n2C)n1Cc1ccc(C)cc1	-27%	2%	-3	-7%	8%	-3%	-15%	-9%	1%
COc1cc(C(=O)Nc2ccc(NC(=O)c3ccco3)nc2)cc(OC)c1OC	24%	-2%	-3	-5%	-10%	1%	1%	-3%	2%
CC(=O)c1cccc(NC(=O)/C=C/c2ccc([N+](=O)[O-])s2)c1	-17%	?	-16	-2%[57.1 µM]	?	-8%	0%	9%[57.1 µM]	-2%
CC1=C(C(=O)N2CCOCC2)CC(CC(=O)NCC2CCCCC2)C(=O)N1CCC1=CCCCC1 (stereo not drawn)	/	-5%	1	/	-2%	-1%	3%	/	-1%
O=C(NNc1nc(Nc2ccccc2)nc(N2CCOCC2)n1)Nc1ccc(Cl)cc1	9%	?	-12	8%[57.1 µM]	-27%	7%	4%	19%[11.4 µM]	-4%
COC(=O)c1ccc(OC)c(Cn2c(=O)n(-c3ccc(C)cc3)c(=O)c3c2cnn3C)c1	-33%	-1%	-5	9%[2.29 µM]	-8%	0%	1%	17%	0%
Cc1ccc(-c2cc(NC(=O)CSc3n[nH]c(N)n3)n(-c3ccccc3)n2)cc1	12%	-20%	-8	4%[57.1 µM]	-4%	0%	-12%	12%[57.1 µM]	-6%
CCC(C)C(=O)Nc1nc2ccc(S(C)(=O)=O)cc2s1 (stereo not drawn)	-25%	-3%	3	5%	?	2%	2%	5%[57.1 µM]	3%

The list continues.
SMILES	RGS4 inhibitor	Vif-A3G inh	LDHA block	TrxR1 substrate	Vif-APOBEC3F blk	Glioma ERSR ind	USP1-UAF1 inh	TrxR1 inh	IDH1 R132H inh
O=C(C1CCN(S(=O)(=O)c2ccc(F)cc2)CC1)N1CCOCC1	14%	0%	-5	10%	-1%	-4%	1%	25%[57.1 µM]	4%
CCOc1ccc(S(=O)(=O)N2CCC(C(=O)N3CCCCCC3)CC2)cc1Cl	4%	-3%	-5	0%	0%	-5%	-17%	1%	2%
CC(C)C(C(=O)NCC1CCCO1)N(C(=O)CNS(=O)(=O)c1ccccc1)C1CCCCC1 (stereo not drawn)	12%	-4%	-7	10%[57.1 µM]	11%	-2%	-8%	20%[57.1 µM]	-1%
Cc1cc(C(=O)NNc2ccc(C(C)C)cc2)n(C(C)(C)C)n1	-16%	1%	-3	1%	-3%	-3%	-17%	10%	-2%
CCc1ccccc1N1C(=O)C2CC=CCC2C1=O (stereo not drawn)	-3%	-3%	-1	-2%	-1%	-4%	6%	21%[0.457 µM]	1%
O=C(CNC(=O)c1cccc(F)c1)N/N=C/c1cccnc1	25%	4%	-5	-5%	-7%	0%	3%	10%	-3%
O=C(c1ccc2ccccc2c1)C1CCCN(C(=O)CN2C(=O)CSC2=O)C1 (stereo not drawn)	-8%	0%	-2	3%	23%	1%	-13%	15%	4%
COc1ccc(NC(=O)CSc2nc(O)cc(=O)n2C)cc1	-43%	0%	-10	-5%	-11%	4%	6%	-11%	12%
CC(=O)Nc1ccc(-c2csc(NNC(=O)c3ccc(C)cc3)n2)cc1	-22%	2%	0	6%	-1%	-1%	-24%	?	-7%
O=C(CN1C(=O)CSc2ccccc21)Nc1ccc2c(c1)OCCO2	-3%	-1%	-5	7%[57.1 µM]	-9%	3%	-11%	5%	0%
O=C(Nc1ccc(Cl)cc1Cl)C1CCC(=O)N1Cc1ccccc1Cl (stereo not drawn)	-32%	-9%	-2	6%[57.1 µM]	-14%	-4%	-2%	20%	1%
Clc1ccc(/C=C/c2nc(Cl)c(-c3ccc(Cl)cc3)c(Cl)n2)cc1	8%	0%	-10	37%[activator]	-6%	-5%	1%	68%[activator]	10%
Cn1c(SCC(=O)NC2CCCCC2)nc2c(c1=O)SCC2	/	2%	10&-2	/	2%	-2%	-24%	/	2%
CCOc1ccc(CC(=O)N2N=C(C)CC2(O)C(F)(F)F)cc1 (stereo not drawn)	5%	-2%	7	6%	-11%	-4%	-20%	13%	3%
CCCNC(=O)COc1cccc(C(=O)NCc2ccccc2)c1	18%	-9%	-5	-1%	3%	-3%	0%	1%	-2%
CN(C)S(=O)(=O)c1ccc2c(c1)nc(CCC(=O)NCCc1ccc(Cl)cc1)n2C	0%	2%	-8	-3%	-3%	-5%	-16%	0%	-12%
CCOc1ccc(CCNC(=O)Cn2c(=O)oc3ccccc32)cc1OCC	-13%	-1%	0	9%	-1%	-2%	-13%	14%	13%
Cc1cccn2c(=O)c3cc(C#N)c(=NC(=O)c4cccs4)n(CC(C)C)c3nc12	3%	1%	-8	31%	0%	1%	-7%	27%	4%
COc1ccc(/C=C2\CCCC3C2=NN(C(=O)COC(=O)CNC(=O)c2ccccc2)C3c2ccc(OC)cc2)cc1 (stereo not drawn)	5%	4%	-2	0%	-16%	-2%	-9%	-6%	1%
Cc1cc(C)c2c(CN3CCN(Cc4ccc5c(c4)OCO5)CC3)cc(=O)oc2c1	-3%	-1%	-2	4%[57.1 µM]	-1%	-8%	-16%	35%[57.1 µM]	5%
COc1ccc(-c2cn3cccc(C)c3n2)cc1F	-7%	-3%	-6	46%	4%	0%	-1%	-2%[57.1 µM]	10%
CCOC(=O)c1c(S(=O)(=O)N2CCCC(C(=O)N3CCN(c4ccccc4)CC3)C2)c(C)n(C)c1C (stereo not drawn)	17%	-1%	-3	-13%[57.1 µM]	-11%	-1%	-11%	-12%[57.1 µM]	33%
Cc1ccc(C(=O)CC2(O)C(=O)N(CN3CCOCC3)c3ccccc32)cc1 (stereo not drawn)	-3%	-1%	0	6%[57.1 µM]	-2%	-3%	-3%	0%[57.1 µM]	3%
CCOCCCNC(=O)C(NC(=O)c1ccccc1O)c1ccccc1 (stereo not drawn)	-25%	-4%	9	83%	0%	-4%	-6%	22%[57.1 µM]	12%
COc1ccc2oc(C(=O)OCC(=O)NC3CC3)c(C)c2c1	-1%	1%	-1	65%[activator]	0%	-2%	-15%	1%	3%

Look-ups from the list.
Entry for `Cc1ccc(C(=O)CC2(O)C(=O)N(CN3CCOCC3)c3ccccc32)cc1` (stereo not drawn) under Glioma ERSR ind: -3%
Entry for `O=C(C1CCN(S(=O)(=O)c2ccc(F)cc2)CC1)N1CCOCC1` under Glioma ERSR ind: -4%

Screening data from PubChem.
